Assay outcomes deposited in PubChem BioAssay by several laboratories.
Bfl-1 Bim block: inhibitors of Bim-Bfl-1 interaction, human; Q16548; Bead-based flow cytometry, Bim-Bfl-1 binding inhibition; inhibition, % at 10 µM; 0.12% of 190,000 active;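 also: 0% = wells without compound plus tracer and 100% = blocker peptide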
RGS4-Gao reg: human RGS4-Galphao interaction regulation | P09471 | 0.33% of 220,000 active | Multiplexed bead flow cytometry, RGS4-Galphao binding; actives lie on both sides | binding response (% of control), % at 10 µM; in the data active = binding response below about 49% or above about 150%; inactive = in between;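 also: fluorescent Galphao activated with aluminum fluoride binding bead-coupled RGS4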
Bim-Mcl-1: inhibitors of Bim-Mcl-1 interaction, human; inhibition, % at 10 µM; Q07820; Bead-based flow cytometry, Bim peptide-Mcl-1 binding; 0.1% of 190,000 active;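 also: 0% = no compound tracer wells and 100% = peptide blocker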
Target sequence (Q07820 whole entry, looked up): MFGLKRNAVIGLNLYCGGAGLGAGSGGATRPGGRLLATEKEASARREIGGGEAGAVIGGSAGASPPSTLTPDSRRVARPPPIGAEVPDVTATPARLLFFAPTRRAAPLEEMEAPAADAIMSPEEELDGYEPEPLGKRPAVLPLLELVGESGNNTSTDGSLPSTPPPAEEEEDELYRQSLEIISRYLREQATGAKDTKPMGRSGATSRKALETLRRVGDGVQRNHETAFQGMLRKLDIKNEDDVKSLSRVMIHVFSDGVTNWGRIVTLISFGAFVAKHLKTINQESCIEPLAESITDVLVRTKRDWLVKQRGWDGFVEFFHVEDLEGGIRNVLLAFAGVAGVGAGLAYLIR
Bcl-XL Bim block: human Bim-Bcl-XL interaction inhibition; Q07817; Bim peptide-Bcl-XL binding, bead flow cytometry, fluorescence; inhibition, % at 10 µM; 0.04% of 190,000 active
Mcl1 Bid PPI: Mcl-1/Bid interaction inhibition. TR-FRET Mcl-1/Bid-Dy647 peptide binding, 1536-well. AID 1021. 0.97% of 220,000 active. Q07820. inhibition, % at 21.7 µM;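 active = compounds that cut the binding signal by more than half at the single screening dose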;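 also: His-tagged Mcl-1 with europium anti-His antibody binding Bid BH3 peptide; 0% = Mcl-1 plus peptide wells and 100% = peptide-only wells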
GSH fluor: GSH bead compound fluorescence profile. 0.25% of 190,000 active. GSH beads flow cytometry, compound fluorescence 488/530 nm; active compounds read high. fluorescence (KMESF) at 10 µM. AID 1776; in the data active = fluorescence above about 89;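 also: glutathione beads carrying GST-tagged Bcl family fusion proteins plus one bare bead set; values are compound well signal with DMSO vehicle wells as background; inactives centre near 16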
Bcl-B Bim block: human Bim-Bcl-B interaction inhibition. 0.073% of 190,000 active. inhibition, % at 10 µM. bead-based flow cytometry, Bim peptide-Bcl-B binding;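 also: 0% = tracer peptide without compound and 100% = reference inhibitor peptide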
Target sequence (Q9HD36 whole entry, looked up): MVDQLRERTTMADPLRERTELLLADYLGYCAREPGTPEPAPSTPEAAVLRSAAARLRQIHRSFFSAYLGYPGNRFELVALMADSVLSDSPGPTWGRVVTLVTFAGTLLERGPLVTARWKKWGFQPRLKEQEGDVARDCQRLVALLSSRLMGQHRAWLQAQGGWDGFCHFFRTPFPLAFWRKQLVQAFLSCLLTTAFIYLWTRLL
Bcl-W Bim block: disrupts Bim peptide binding to human Bcl-W; Q92843; bead-based flow cytometry; inhibition, % at 10 µM; 0.02% of 190,000 active; AID 952;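 also: 0% = bound tracer without compound and 100% = peptide blocker; higher means less fluorescent Bim peptide bound to Bcl-W beads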
Bcl-2 Bim block: disrupts Bim peptide binding to human Bcl-2; P10415; Bead-based flow cytometry, Bim peptide-Bcl-2 binding; inhibition, % at 10 µM; 0.06% of 190,000 active; in the data active = inhibition above about 40%; inconclusive = no clear call, values can overlap the other calls;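 also: 0% = no compound wells with probe peptide and 100% = reference peptide inhibitor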
Target sequence (P10415 whole entry, looked up): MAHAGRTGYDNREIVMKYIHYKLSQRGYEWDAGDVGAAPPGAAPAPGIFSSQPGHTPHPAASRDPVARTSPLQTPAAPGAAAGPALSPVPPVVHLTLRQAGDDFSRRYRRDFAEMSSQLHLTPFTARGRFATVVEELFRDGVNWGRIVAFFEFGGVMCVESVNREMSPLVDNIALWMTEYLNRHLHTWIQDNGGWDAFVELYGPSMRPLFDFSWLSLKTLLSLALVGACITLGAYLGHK
RGS8-Gao reg: regulators of human RGS8-Galphao interaction; P09471; multiplexed bead flow cytometry, RGS8-Galphao binding; actives lie on both sides; response (percent of control binding), % at 10 µM; 0.34% of 220,000 active; AID 1423; in the data active = response below about 60% or above about 140%; inactive = in between;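 also: Galphao activated as the GDP aluminium fluoride complex binding bead-coupled RGS8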
RGS7-Gao: regulators of human RGS7-Galphao interaction. AID 1439. 0.35% of 220,000 active. binding response (% of control), % at 10 µM. Multiplexed bead flow cytometry, RGS7-Galphao binding; actives lie on both sides. P09471; in the data active = binding response below about 49% or above about 150%; inconclusive = no clear call, values can overlap the other calls; inactive = in between;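 also: fluorescent Galphao held in activated GDP-AlF4 state binding bead-coupled RGS7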
Numbers without * were called inactive; ? = inconclusive. Rule as the data show it, unless noted: active = inhibition above about 40%.

Bfl-1 Bim block,RGS4-Gao reg,Bim-Mcl-1,Bcl-XL Bim block,Mcl1 Bid PPI,GSH fluor,Bcl-B Bim block,Bcl-W Bim block,Bcl-2 Bim block,RGS8-Gao reg,RGS7-Gao,canonical_smiles
17,99,-1,0,-38,10,-19,2,1,95,108,S=c1[nH]cc(-c2ccccc2)n1-c1ccccc1
-9,101,-5,-10,-31,13,-8,-6,-9,103,102,COC(=O)c1ccc(NC(=O)CN2CCN(c3ccccc3)CC2)cc1
-10,102,-2,6,-58,39,-7,1,-4,101,98,COc1ccc(N2CCN(S(C)(=O)=O)CC2)cc1
-3,108,0,-1,-1,14,-4,0,-2,106,103,Cn1cccc1/C=C1\SC(=O)N(CC(=O)Nc2ccc(F)cc2)C1=O
-1,104,-2,-3,-17,14,0,1,-2,103,99,CC(C)COC(=O)c1cc(=O)[nH]c2ccccc12
-3,95,1,0,-74,79,-3,0,-2,95,95,Cc1cc(=O)n(-c2ccc(O)cc2)[nH]1
-15,104,-2,-3,-22,27,-13,0,-11,104,104,CCN(CC)c1nc(-c2ccc(Cl)cc2)cc(C(F)(F)F)c1C#N
-5,102,1,-2,-28,15,-6,0,0,99,102,COc1ccc(C2(C)NC(=O)N(CC(=O)Nc3ccc(-c4nc5ccc(C)cc5s4)cc3)C2=O)cc1 (stereo not drawn)
-6,98,1,0,-22,41,-3,7,-6,102,98,O=C(NCCc1ccccc1)c1nc2ncccn2n1
-7,101,-3,-3,-13,9,-2,1,-6,101,97,Cc1nn(CC(=O)Nc2cccnc2)c(=O)c2ccccc12
-2,110,-2,-6,0,37,1,-1,0,107,115,Cc1cc2c(n1-c1ccc(Br)cc1)CC(C)(C)CC2=O
-7,100,-4,-3,-15,16,-8,-3,-8,99,?,CC(C)(C)c1ccc(OCc2ccc(C(=O)N/N=C/c3ccc(O)c(O)c3)cc2)cc1
-12,99,0,-3,8,15,-7,0,-9,100,98,COc1cc(C)nc(N2CCC(C(N)=O)CC2)n1
-4,103,-5,-5,-2,10,-5,-3,-1,104,101,COCc1nc2sc3c(c2c(=O)[nH]1)CCCC3
-4,88,-2,-3,-88,10,-4,-1,-3,97,89,CCc1sc(NS(C)(=O)=O)nc1-c1ccccc1
-3,105,0,0,4,8,-1,1,0,102,103,CCN(Cc1cnn(C)c1)Cc1nc(C(c2ccccc2)c2ccccc2)no1
-2,110,-4,-4,24,19,0,1,-9,114,104,O=S(=O)(c1ccc(F)cc1)N(CCO)CC(O)Cn1c2ccccc2c2ccccc21 (stereo not drawn)
-5,103,-4,-1,-17,21,-4,-4,-1,100,100,COc1ccc(C(=O)CCN2CCN(c3ccccc3OC)CC2)cc1
-20,102,-5,-7,-28,37,-13,-5,-8,101,99,COC(=O)CC[C@@H](C(=O)O)N1C(=O)c2ccccc2C1=O
-6,104,-6,-8,-37,15,-11,-4,-6,102,107,CCN1C(=O)C(CC(=O)Nc2ccc(OC)cc2)N(CCCN2CCN(c3ccc(OC)cc3)CC2)C1=S (stereo not drawn)
-7,103,-1,-2,-11,22,0,0,-2,105,100,CC(=O)Cc1nsc(NC(=O)c2ccc(-c3cccc(Cl)c3)o2)n1
0,100,-3,-5,2,6,-3,0,-1,102,102,CCNC(=S)NCCN1CCOCC1
-4,101,1,-2,-9,27,-1,1,-3,101,104,COCCCNC(=O)C1CCN(S(=O)(=O)N(CC(C)C)CC(C)C)CC1
0,89,-2,-4,-31,24,-6,-3,-1,96,88,COCCN1CSC(=S)N(Cc2ccco2)C1
1,103,0,0,26,18,1,0,0,101,102,CS(=O)(=O)Nc1ccccc1C(=O)Nc1cc(Cl)cc(Cl)c1
0,103,-2,-1,-7,17,-5,-3,-3,96,99,COCCNC(=O)C(c1c[nH]c2ccccc12)N(C(=O)c1snc(C(N)=O)c1N)c1cccc(OC)c1 (stereo not drawn)
0,99,9,-4,-19,12,2,0,-1,101,97,COc1ccc(CC2(CO)CCN(Cc3ccc4c(c3)CCO4)CC2)cc1
-16,100,-5,-5,-5,26,-8,-2,-11,101,99,CS(=O)(=O)Nc1ccccc1C(=O)N1CCOCC1
-7,96,-3,-16,-10,51,-7,-4,-9,96,94,Cc1nc(-c2ccccc2)cc(=O)[nH]1
-2,103,-1,-6,-6,23,-11,-3,-2,105,104,O=C(NCc1ccccn1)C1CCN(S(=O)(=O)N2CCC3(CC2)OCCO3)CC1
-13,104,-4,-5,-15,27,-12,-3,-1,99,102,COC(=O)c1[nH]c2ccc(C)cc2c1NC(=O)CN1CCN(c2ccccc2)CC1
-11,106,0,-4,-23,23,-6,-3,-7,103,100,O=C(NCCN1CCOCC1)C1CCC(=O)N1Cc1ccc(F)cc1 (stereo not drawn)
-4,96,-4,-4,1,17,-4,0,-1,97,102,C=CCOC(=O)C1=C[C@H](c2cn(C(C)=O)c3ccccc23)C[C@H](OCc2ccc(CO)cc2)O1
-4,99,1,-2,-43,24,-4,1,3,96,94,CC(=O)Nc1cccc(NC(=O)CSc2ccc(-c3ccccn3)nn2)c1
-10,102,0,1,4,11,-4,5,-5,103,101,COc1ccc(Cl)cc1C(=O)Nc1ccc(N(C)C(C)=O)cc1
-4,94,-48,-3,-45,14,-7,-10,-4,98,93,O=C1OCC2=C1C(c1ccc(F)cc1)CC(=O)N2c1ccccc1 (stereo not drawn)
2,87,-3,0,6,19,-5,0,1,93,91,O=C1/C(=C/c2ccc([N+](=O)[O-])cc2)C=C(c2ccccc2)N1c1ccc(O)cc1
1,104,-3,-3,-15,5,-1,-2,-3,102,105,Cc1cc(C)cc(NC(=O)c2ccccc2NC(=O)CCC(=O)O)c1
39,88,6,6,-47,7,-1,22,18,78,63,COc1ccc(O)c(N)c1
-2,97,-5,-5,10,14,-6,-7,0,97,104,COc1ccc(S(=O)(=O)N2CCC(n3cnc4cc(C(F)(F)F)ccc43)CC2)cc1
-8,101,0,-5,-36,22,-4,-4,-4,101,103,CCOCC(=O)Nc1ccc(C)c(Cl)c1
-6,101,-1,-2,-3,17,-1,0,-1,99,104,CCOC(=O)Cc1csc(NC(=O)CSc2nc(-c3ccccc3)c(C#N)c(=O)[nH]2)n1
-13,98,-1,-3,-11,27,-8,0,-7,104,99,CS(=O)(=O)NC1c2cccc3cccc(c23)C1Sc1nncn1/N=C/c1ccco1 (stereo not drawn)
-3,105,-4,-7,-54,13,-5,-4,-6,108,100,O=C(COc1ccccc1)Nc1ccccc1NS(=O)(=O)c1cccs1
-18,102,-3,-5,1,26,-8,2,-12,103,100,CS(=O)(=O)N1CCC(C(=O)Nc2ccc3c(c2)OCO3)CC1
-10,100,-3,-5,-19,25,-8,-2,-9,104,97,COCCN1C(=O)C(CC(=O)Nc2ccc(C(C)=O)cc2)SC1=Nc1ccccc1 (stereo not drawn)
-8,99,-1,1,-16,7,0,2,-1,104,97,COc1ccc(-c2nc(N)n(C(=O)c3ccco3)n2)cc1
-1,101,3,-2,-67,7,-1,1,3,103,102,COC(=O)c1ccc(S(=O)(=O)NNC(=O)c2ccc(S(=O)(=O)N3CCCCC3)cc2)cc1
-10,100,-1,-4,-36,43,-9,3,-6,99,103,Cn1nccc1C(=O)Nc1ccc(OC(=O)c2ccnn2C)cc1
-9,100,-2,-1,0,20,-8,3,-8,101,104,CC(C)C(NS(=O)(=O)c1cccc2nsnc12)C(=O)Nc1nc2ccc(Cl)cc2s1 (stereo not drawn)

Other records
Bfl-1 Bim block,RGS4-Gao reg,Bim-Mcl-1,Bcl-XL Bim block,Mcl1 Bid PPI,GSH fluor,Bcl-B Bim block,Bcl-W Bim block,Bcl-2 Bim block,RGS8-Gao reg,RGS7-Gao,canonical_smiles
-12,104,-5,-4,-21,13,-6,0,-14,104,112,CCOC(=O)Nc1ccc2c(c1)ncn2C1CCCCC1
15,105,-6,-4,-67,4,-5,2,1,103,105,CCN1CCN(C(=S)Nc2ccc3nc(N4CCN(C)CC4)cc(C)c3c2)CC1
-1,97,-2,-2,-3,18,1,-1,-2,100,99,Cc1ccccc1C(=O)Nc1ccc(Cl)cn1
-18,102,-2,-5,-121,35,-8,-3,-8,103,98,O=C(NC1CC1)c1cc(Cl)ccc1[N+](=O)[O-]
-9,105,0,1,12,29,-6,-1,-7,100,105,CC1CCN(C(=O)c2ccccc2NC(=O)c2cccc(S(=O)(=O)N3CCOCC3)c2)CC1
0,98,-1,-1,-40,19,-1,-1,-1,96,100,C=CCNC(=O)c1ccccc1NC(=O)c1ccc(Cl)c(S(=O)(=O)Nc2cc(C)ccc2C)c1
-3,101,-3,-5,-5,13,-4,-2,-7,100,99,COc1cc(NC(=O)c2cccnc2Sc2ccc(C)c(C)c2)cc(OC)c1OC
-15,102,-5,-19,-7,33,-12,-2,-8,102,102,CCCCC(=O)Nc1nnn(CCC)n1
-11,101,0,-4,3,16,-4,0,-7,103,99,CCCc1nnc(SCC(=O)Nc2ccc(OCC)cc2)n1N
-19,101,-5,-8,6,37,-8,-7,-17,101,100,COC(=O)CSc1nnc(CSc2nc(C)cc(C)n2)n1Cc1ccco1

In the list so far, these have a cyano group.
Bfl-1 Bim block,RGS4-Gao reg,Bim-Mcl-1,Bcl-XL Bim block,Mcl1 Bid PPI,GSH fluor,Bcl-B Bim block,Bcl-W Bim block,Bcl-2 Bim block,RGS8-Gao reg,RGS7-Gao,canonical_smiles
-15,104,-2,-3,-22,27,-13,0,-11,104,104,CCN(CC)c1nc(-c2ccc(Cl)cc2)cc(C(F)(F)F)c1C#N
-6,101,-1,-2,-3,17,-1,0,-1,99,104,CCOC(=O)Cc1csc(NC(=O)CSc2nc(-c3ccccc3)c(C#N)c(=O)[nH]2)n1
